CRFR2-BP antag: antagonists of CRF-binding protein/CRF-R2 receptor complex. HEK293 CRF-R2/CRF-BP, CRF-induced calcium fluorescence. 350,000 tested, 0.59% active. inhibition, % at 11.8 µM;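 active = inhibition of the ligand-induced calcium signal above about 50% at the single tested concentration, limit read from the data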
M4 PAM: potentiates acetylcholine response at human M4 receptor. 360,000 tested, 0.4% active. activation, % at 3 µM. CHO-K1 hM4/Gqi5, Fluo-8 calcium fluorescence, ACh EC20; 0% = ACh EC20, 100% = maximal ACh. AID 624126. P08173;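 active = activation above its plate's cutoff, the mean activation of sample wells plus 3 SD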; also: some results filed as inactive read as strong as hits
Target sequence (P08173 whole entry, looked up): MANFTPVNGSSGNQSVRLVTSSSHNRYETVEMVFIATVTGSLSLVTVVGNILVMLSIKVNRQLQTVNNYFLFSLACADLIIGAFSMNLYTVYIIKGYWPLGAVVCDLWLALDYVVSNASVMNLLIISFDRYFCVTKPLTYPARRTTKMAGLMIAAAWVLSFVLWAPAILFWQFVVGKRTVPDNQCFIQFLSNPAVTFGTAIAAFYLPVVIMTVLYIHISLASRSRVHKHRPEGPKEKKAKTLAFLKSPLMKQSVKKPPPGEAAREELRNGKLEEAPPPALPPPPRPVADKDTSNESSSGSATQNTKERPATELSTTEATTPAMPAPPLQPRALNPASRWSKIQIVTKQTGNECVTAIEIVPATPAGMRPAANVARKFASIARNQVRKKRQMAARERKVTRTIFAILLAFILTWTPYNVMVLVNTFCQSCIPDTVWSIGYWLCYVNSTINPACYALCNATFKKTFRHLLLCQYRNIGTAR
CRFR2-BP ag: CRF-BP/CRF-R2 complex agonism; 350,000 tested, 0.46% active; AID 588473; HEK293 CRF-R2/CRF-BP, calcium dye fluorescence (FLIPR); percent of saturating CRF peptide response; activation, % at 13.2 µM;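 active = activation of at least 50%, plus an integration ratio under a set limit after plate pattern correction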;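 also: plate controls were neutral control wells without compound for no effect and CRF at EC100 for full effect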
M1 PAM: positive allosteric modulators of human M1 muscarinic receptor | AID 588819 | activation, % at 3 µM | CHO-K1 hM1, Fluo-8 calcium fluorescence, ACh EC20; 0% = ACh EC20, 100% = maximal ACh | P11229 | 360,000 tested, 0.088% active; in the data active = activation above about 19%, passing the limit was not always enough
CHRM4 antagonist: CHRM4 antagonism in calcium assay. CHO-hM4 cells, ACh EC80, Fluo-8 calcium fluorescence. P08173. 360,000 tested, 0.73% active. AID 624125. inhibition, % at 3 µM;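 active = inhibition above its plate's cutoff, the mean inhibition of sample wells plus 3 SD, cut at about 27% in these data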;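 also: 0% = acetylcholine EC80 with DMSO and 100% = DMSO without agonist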
CHRM5 PAM: CHRM5 positive allosteric modulation. CHO-K1 hM5, Fluo-8 calcium, ACh EC20 PAM; 0% = ACh EC20, 100% = ACh EC100. activation, % at 3 µM. 360,000 tested, 0.3% active;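 active = activation above the run cutoff, the mean activation of all test compounds plus 3 SD, cut at about 18% in these data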
Target sequence (P08912 whole entry, looked up): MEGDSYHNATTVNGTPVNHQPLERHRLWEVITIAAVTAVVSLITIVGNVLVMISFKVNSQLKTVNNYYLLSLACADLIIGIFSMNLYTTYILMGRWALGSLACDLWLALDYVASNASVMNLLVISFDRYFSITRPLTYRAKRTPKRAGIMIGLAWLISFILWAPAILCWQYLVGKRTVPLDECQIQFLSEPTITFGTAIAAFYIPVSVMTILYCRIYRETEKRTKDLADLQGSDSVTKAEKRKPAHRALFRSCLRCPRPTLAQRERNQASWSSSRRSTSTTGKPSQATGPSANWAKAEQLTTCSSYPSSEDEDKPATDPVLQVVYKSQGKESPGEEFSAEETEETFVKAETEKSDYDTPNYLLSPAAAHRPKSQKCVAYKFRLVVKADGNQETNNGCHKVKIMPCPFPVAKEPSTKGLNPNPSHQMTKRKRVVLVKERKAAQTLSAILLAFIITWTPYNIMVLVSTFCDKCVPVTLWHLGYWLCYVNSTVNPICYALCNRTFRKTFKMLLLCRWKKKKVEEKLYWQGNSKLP
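Assay system – human M5 receptor in CHO-K1 cells · Read-out – % activation, ACh-normalized · Technique – Fluo-8 calcium fluorescence · Dosing – single-point, 3 µM nominal · Incubation – Fluo-8 loading 80 min at 37 °C plus 30 min room temperature · Repeats – singlicate, one well per test compound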
M5 antag: antagonists of human muscarinic M5 receptor (CHRM5); P08912; CHO-hM5 cells, Fluo-8 calcium fluorescence, ACh EC80; inhibition, % at 3 µM; 360,000 tested, 0.59% active; AID 624040;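 active = inhibition above a per-plate cutoff, the mean of that plate's test compounds plus 3 SD, cut at about 27% in these data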;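 also: 0% = acetylcholine EC80 with DMSO and 100% = DMSO without agonist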
M4 ag: agonists of human muscarinic M4 receptor (CHRM4); P08173; CHO-K1 hM4/Gqi5, Fluo-8 calcium fluorescence; vehicle 0%, full acetylcholine response 100%; activation, % at 3 µM; 360,000 tested, 0.14% active; AID 624127;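 active = activation above the run mean over all test wells plus 3 SD, cut at about 32% in these data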;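 also: peak over basal fluorescence ratio per well then scaled between controls; 0% = DMSO wells and 100% = acetylcholine at EC100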
CHRM5 agonist: agonists of human muscarinic M5 receptor (CHRM5) | 360,000 tested, 0.19% active | activation, % at 3 µM | P08912 | CHO-K1 hM5 cells, Fluo-8 calcium fluorescence; 0% DMSO wells, 100% maximal acetylcholine response;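 active = activation above the run's mean over test compounds plus 3 SD, cut at about 23% in these data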;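 also: signal is peak over basal fluorescence ratio across the kinetic read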
* marks the source's active call; other numbers are inactive results; · = not tested or not shown.

SMILES	CRFR2-BP antag	M4 PAM	CRFR2-BP ag	M1 PAM	CHRM4 antagonist	CHRM5 PAM	M5 antag	M4 ag	CHRM5 agonist
NC(=NCCc1ccccc1)NS(=O)(=O)c1ccccc1	-5	0	-2.0	3	-8	-4	4	1	-3
CC(=O)c1ccc(N2CCN(C(=O)C3CCN(C(=O)Nc4ccccc4)CC3)CC2)cc1	-5	5	-0.8	7	1	7	9	0	5
CC(C)(CC(=O)O)Cc1nc(-c2ccc(Cl)cc2)no1	-8	5	-1.8	11	-13	1	-3	1	0
CCOCCCNC(=O)c1oc2ccc3c(c2c1C)C(O)CC(C)(C)O3 (stereo unspecified)	15	2	-1.0	6	6	-3	2	2	-2
Cc1ccc(-c2cc(-c3ccccc3)c(C#N)c(N)n2)o1	10	1	1.2	3	6	5	5	1	-4
CC[C@@]1(C(=O)OC)N[C@H](CN(C)C(=O)c2ccc(F)cc2)[C@@H]2C(=O)N(Cc3ccccc3)C(=O)[C@@H]21	-8	6	0.1	7	-20	0	-3	2	1
O=C(CCS(=O)(=O)c1ccc(F)cc1)N1CCOCC1	10	6	-0.8	5	-5	12	3	2	-2
COc1ccc(Br)cc1C1=CC(=O)C[C@H](c2ccc(F)cc2)C1	4	-5	2.5	-2	-12	-4	4	-1	-1
CC1CCC(NC(=O)c2cccc(S(=O)(=O)N3CCN(C)CC3)c2)CC1 (stereo unspecified)	-3	1	0.9	10	-3	4	3	1	-2
COCC1CCCCN1Cc1cn(-c2ccccc2)nc1-c1ccc2c(c1)OCO2 (stereo unspecified)	-20	4	-0.4	-2	-9	5	9	1	-12
COC(=O)[C@@H](NC(=O)N1CCC(Cc2ccccc2)CC1)C(C)C	-8	-1	-7.3	1	4	1	9	1	-3
Cc1c(CN(C)Cc2cn(C)nc2-c2ccccc2F)[nH]c2ccccc12	-9	-10	0.6	2	-6	3	-13	5	1
O=C1/C(=C\c2ccccc2)CCc2c1[nH]c1ccccc21	7	8	-0.3	5	-4	0	-9	-1	-3
C/C(=N\NC(=O)c1ccoc1C)c1cccnc1	11	-7	-0.5	2	12	-4	2	2	-1
CN(C)c1ccc2c(c1)C(=NO)c1ccccc1-2	11	1	-5.7	9	-13	-3	1	-1	-2
CCN1CCN(C(=O)C2CCN(S(=O)(=O)c3ccc(Br)cc3)CC2)CC1	9	14	0.7	13	-10	3	-10	1	-5
Cc1cc(Cl)n2nc(C)c(-c3ccc(Cl)cc3)c2n1	39	5	-1.6	-3	10	-2	7	-2	-2
COc1cc(C(=O)c2ccccc2C(=O)O)c(OC)c2c1CCCC2	5	-2	-1.9	8	1	-6	19	-1	3
CCN(Cc1cccs1)C(=O)c1cccc(S(=O)(=O)N2CCN(C)CC2)c1	-4	4	-0.6	10	-13	-1	6	1	-4
CN(CCO)c1ncnc2nc[nH]c12	-4	-2	1.5	4	-1	-1	4	0	3

Part of the list above, with values under each structure:
The line under a structure holds: CRFR2-BP antag, M4 PAM, CRFR2-BP ag, M1 PAM, CHRM4 antagonist, CHRM5 PAM, M5 antag, M4 ag, CHRM5 agonist
- CC(C)(CC(=O)O)Cc1nc(-c2ccc(Cl)cc2)no1
  -8, 5, -1.8, 11, -13, 1, -3, 1, 0
- CCOCCCNC(=O)c1oc2ccc3c(c2c1C)C(O)CC(C)(C)O3 (stereo unspecified)
  15, 2, -1.0, 6, 6, -3, 2, 2, -2
- Cc1ccc(-c2cc(-c3ccccc3)c(C#N)c(N)n2)o1
  10, 1, 1.2, 3, 6, 5, 5, 1, -4
- CC[C@@]1(C(=O)OC)N[C@H](CN(C)C(=O)c2ccc(F)cc2)[C@@H]2C(=O)N(Cc3ccccc3)C(=O)[C@@H]21
  -8, 6, 0.1, 7, -20, 0, -3, 2, 1
- O=C(CCS(=O)(=O)c1ccc(F)cc1)N1CCOCC1
  10, 6, -0.8, 5, -5, 12, 3, 2, -2

(further entries)
SMILES	CRFR2-BP antag	M4 PAM	CRFR2-BP ag	M1 PAM	CHRM4 antagonist	CHRM5 PAM	M5 antag	M4 ag	CHRM5 agonist
C=C1CC2C(CCC3(C)C2CCC3(O)C(C)=O)C2(C)CCC(=O)C=C12 (stereo unspecified)	-2	-5	0.5	10	4	3	-6	1	-2
Cc1ccc2nc3c(cc(C(=O)NC4CCCC4)c(=N)n3C3CCCCC3)c(=O)n2c1	-7	-9	2.7	10	-6	6	0	2	-4
Cc1ccc(C(=O)CSc2n[nH]c(-c3ccco3)n2)cc1C	24	2	-3.6	7	5	2	-6	0	-2
COc1ccc(CN2C(=O)C(CC(=O)NCCCCc3ccccc3)CC(C(=O)N3CCCCCC3)=C2C)cc1 (stereo unspecified)	·	-2	·	·	1	-9	0	3	1
CN(CCOc1ccc(Cl)cc1)Cc1cccc(S(=O)(=O)N(C)C)c1	-4	-10	0.3	-7	-3	-5	16	8	-2
Nc1cc(C(=O)OCC(=O)Nc2ccc(N3CCOCC3)cc2)ccc1Cl	-8	22	0.5	1	-10	4	2	3	2
C/C(=N/NC(=O)CN1CCN(S(=O)(=O)c2ccc(Br)cc2)CC1)c1cccnc1	-19	0	-2.2	4	-8	-10	10	3	-2
O=C1C2CCCN2C(c2ccc(F)cc2)N1c1nccs1 (stereo unspecified)	24	2	-0.2	4	1	5	4	0	-6
Cc1n[nH]c(C)c1Cc1c(F)cccc1Cl	-4	2	0.2	8	-2	28*	26	4	-10
O=[N+]([O-])c1cccc(S(=O)(=O)N2CCc3ccccc3C2)c1	-3	-2	-0.1	11	-2	-3	-4	1	1
CC(=O)NC1(C(F)(F)F)C(=O)Nc2c1c(=O)[nH]c(=O)n2Cc1ccco1 (stereo unspecified)	9	-3	0.1	5	1	-7	3	0	-2
Cc1cc(F)ccc1-c1cc(C(=O)NCC2CCCCC2)[nH]n1	·	4	·	4	-14	5	-3	7	0
CCc1ccc(NC(=O)C2CCCN(S(=O)(=O)c3ccc4[nH]c(=O)ccc4c3)C2)cc1 (stereo unspecified)	5	1	-0.6	-6	3	-7	19	0	-3
CC(C)NC(=O)CN(Cc1ccc(F)cc1)C(=O)CCC(=O)Nc1ccccn1	0	-3	-0.9	1	-9	3	3	1	-2
Cc1cn([C@H]2C[C@H](O)[C@@H](CCC(=O)NCC3CCCO3)O2)c(=O)[nH]c1=O (stereo partly specified)	·	10	·	3	-18	9	-3	2	-1
COc1ccc(OC)c(C(=O)COC(=O)c2ccc([N+](=O)[O-])o2)c1	-14	3	2.6	6	7	1	16	2	-4
NS(=O)(=O)c1ccc(CNC(=O)/C=C/c2cccc(Cl)c2)cc1	15	-5	-1.5	2	6	6	-5	1	-1
Cc1nc(C)n(C(C)CC(=O)O)n1 (stereo unspecified)	-27	-4	0.0	9	4	0	1	0	2
CCOC(=O)c1ccc(NC(=S)N2CCSC2c2c(F)cc(F)cc2F)cc1 (stereo unspecified)	-20	-10	-2.0	-8	16	-9	15	10	1
O=C1CNC(=O)/C1=C\N1CCN(C(c2ccccc2)c2ccccc2)CC1	-37	-8	-2.0	-26	15	-35	18	2	-11
COC(=O)c1ccc(COC(=O)c2ccc(S(=O)(=O)N3CCC(C)CC3)cc2)o1	-2	12	2.9	2	8	4	3	4	-5
NC(=O)c1nn(-c2ccccc2)nc1NC(=O)Cn1nnc(-c2ccccc2)n1	17	-3	1.7	1	-2	-5	8	1	0
O=[N+]([O-])c1ccc(C2CNC(c3ccccc3)O2)cc1 (stereo unspecified)	2	14	-1.9	4	-5	-1	-13	2	0
COc1ccc(/C=N\NC(=O)CNC(=O)C(c2ccccc2)c2ccccc2)cc1[N+](=O)[O-]	19	0	-2.1	0	-17	-5	1	4	-5
COC(=O)c1cn(C)c2ccc(S(=O)(=O)N(C)C3CCCCC3)cc2c1=O	-40	5	3.6	2	-20	-1	5	7	-5
COC(=O)CSc1ncc(S(=O)(=O)c2ccccc2)c(=O)[nH]1	18	4	2.2	1	6	4	5	1	-2
O=C(c1ccccc1)N1CCCC(c2nc3c(nnn3Cc3ccccc3)c(=O)[nH]2)C1 (stereo unspecified)	0	2	-2.6	6	-9	0	-10	2	1
C/C(=N\NC(=O)c1c([N+](=O)[O-])c(C)nn1C)c1ccc(NC(=O)C2CCCC2)cc1	-11	-11	0.1	-6	7	1	14	0	-6
CCCS(=O)(=O)NC(=O)C1(C)CCN(C(=O)c2snnc2C)C1 (stereo unspecified)	·	1	·	7	-8	2	-3	0	0
CCOC(=O)CSC1=NC(=O)/C(=C\c2ccc(OC(C)=O)cc2)S1	-11	3	-1.2	7	1	-5	7	1	2
O=S(=O)(NCCCCNS(=O)(=O)c1ccc(F)cc1)c1ccc(F)cc1	28	-1	0.3	-2	11	-2	8	4	-1
CC1=CC(=C(C#N)C#N)C=C(C)N1Cc1ccccc1	18	-5	-1.2	10	5	1	-4	1	0
CCCCOc1ccc(Cc2c(COCC)[nH]c(=S)[nH]c2=O)cc1	21	8	-5.8	12	-10	-6	-5	0	-4
CCOc1ccc(/C=C2\SC(=S)N(CCCC(=O)NCCCN3CCOCC3)C2=O)cc1	-2	-11	-0.3	1	9	-5	19	5	-4
CCN(Cc1cc(=O)[nH]c2ccccc12)C(=O)C(C)C	-6	-1	3.5	4	-11	0	5	0	-1
O=C1CCC(=O)N1Cc1c(Cl)cccc1Cl	1	4	-0.8	8	5	10	-3	1	0
COc1ccc(NC(=O)c2ccc(S(=O)(=O)N(C)c3ccccc3)cc2)cn1	-7	-20	1.4	0	8	-5	5	18	3
CC(=O)NS(=O)(=O)c1ccc(NS(=O)(=O)c2ccc(F)cc2)cc1	-5	-6	2.6	4	18	-10	9	0	-7
CCN1C(c2ccc(F)cc2)=CS/C1=C(/C#N)c1nnc2n1-c1ccccc1SC2	2	-10	0.4	-14	3	-9	1	10	2
Cc1nnc(NC(=O)CSc2ccc(-c3ccco3)nn2)s1	-8	-4	-2.4	9	0	2	5	0	-3
c1ccc(-c2cc3nccc(-c4ccccn4)n3n2)cc1	60*	-1	-1.9	5	-9	-4	2	2	-8
O=C(/C=C/c1ccc(Cl)cc1)OCC(=O)c1ccc[nH]1	5	7	-0.7	6	-8	-4	7	8	-8
Cn1nc(C(=O)NCc2cccc(Cl)c2)c2c1-c1ccccc1S(=O)(=O)C2	7	2	2.4	-4	-3	1	6	11	-2
CCOc1cc(C2NN=C(c3ccc(C)cc3)S2)ccc1O (stereo unspecified)	17	7	-0.7	-4	6	-5	6	2	0
O=C(OCc1ccc([N+](=O)[O-])cc1)C1CC(=O)N(Cc2ccccc2)C1 (stereo unspecified)	24	0	-6.7	0	3	-4	-5	2	0
O=C(Nc1ccccc1)N1CCN(c2cccc(C(F)(F)F)c2)CC1	-8	-4	-0.6	-8	4	-9	8	17	4
CCOC(=O)c1ccc(C(=S)N2CCCC2)cc1	-6	-7	-1.5	7	4	2	0	0	-6
C/C=C/C(=O)Nc1nnc(C2CCCCC2)s1	-43	-6	0.0	5	-2	-4	9	0	1
CN(C)/C=N/c1c(C(=O)NCc2ccccc2)nnn1Cc1ccccc1	7	5	-2.3	13	-1	2	4	1	-1
CCN(C1CCCCC1)S(=O)(=O)c1ccc(S(=O)(=O)NCc2ccncc2)cc1	21	-13	-0.4	-22	24	-26	29*	25	11
CCOC(=O)/C=C1\NC(C)(C)Cc2cc(OC)c(OC)cc21	-11	8	-1.6	13	4	3	-6	0	-4
CCCS(=O)(=O)N1CCN(CC2CC3C=CC2C3)CC1 (stereo unspecified)	6	5	-0.8	-5	-12	8	-5	2	-6
CC(C)C[C@@H]1Cc2[nH][nH]c(=O)c2[C@H](C)O1	·	8	·	·	-4	2	-3	0	3

Screens from PubChem.
